# LmPK inh – qHTS Assay for Inhibitors of Leishmania Mexicana Pyruvate Kinase (LmPK). Q27686. purified LmPK, Kinase-Glo ATP luminescence, 1 h. Potency, µM (series often up to 57.5 µM), without a hit: top-dose activity change, negative = inhibition, most hits filed as inhibitors. 0.37% of 290,000 active. AID 1721, 2009; also: potency is read from the fitted curve at half-maximal effect
# Target sequence (Q27686 whole entry, looked up): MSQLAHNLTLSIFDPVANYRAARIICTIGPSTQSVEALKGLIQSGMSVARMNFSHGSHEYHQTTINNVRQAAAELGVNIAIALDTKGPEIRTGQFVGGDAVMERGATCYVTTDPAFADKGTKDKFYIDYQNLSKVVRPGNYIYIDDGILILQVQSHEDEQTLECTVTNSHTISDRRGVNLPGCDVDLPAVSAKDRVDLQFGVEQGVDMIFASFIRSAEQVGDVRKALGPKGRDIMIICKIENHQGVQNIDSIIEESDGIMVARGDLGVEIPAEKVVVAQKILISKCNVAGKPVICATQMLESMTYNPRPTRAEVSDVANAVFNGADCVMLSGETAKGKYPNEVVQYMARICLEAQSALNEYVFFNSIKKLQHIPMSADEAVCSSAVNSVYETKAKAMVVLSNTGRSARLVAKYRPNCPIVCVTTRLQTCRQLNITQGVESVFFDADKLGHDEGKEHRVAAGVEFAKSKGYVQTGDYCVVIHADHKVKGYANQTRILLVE
#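 Purified LmPK (0.1 nM) converted ADP (0.1 mM) to ATP with PEP (0.5 mM) in imidazole buffer pH 7.2 with KCl and MgCl2, 1 h at room temperature. ATP was read by Kinase-Glo luminescence; data normalized to uninhibited and no-enzyme controls.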
# HCMV antiviral – qHTS Assay for inhibitors of the human cytomegalovirus (HCMV). HFF cells, HCMV-luciferase reporter, 72 h; active compounds read low. activity change, negative = inhibition, % at 57.5 µM. 4.5% of 410,000 active. AID 1259415, 2018; in the data active = activity change below about -60%; inconclusive = no clear call, values can overlap the other calls; inactive = above about -39%
#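 Luciferase read-out from HCMV-luciferase-infected HFFs (MOI 1 PFU/cell) 72 h post infection at 37C; compounds added after 16 h cell attachment; activity normalized between buffer-only basal and Salinomycin (10uM) inhibitor controls.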
# AmpC no deterg – qHTS Inhibitors of AmpC Beta-Lactamase (assay without detergent); P00811; 0.52% of 330,000 active; Potency, µM (top dose mostly 57.1 µM), for the others: top-dose activity change, negative = inhibition, usual class: inhibitors; AmpC nitrocefin hydrolysis, absorbance 480 nm, 0.0001% Triton;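 also: potency is read from the fitted curve at half-maximal effect; plate controls were no compound for no effect and no enzyme for full effect; nearly all actives have a fitted effect of over 20% in size; some results filed as inactive show a strong effect at the top dose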
# Target sequence (P00811 whole entry, looked up): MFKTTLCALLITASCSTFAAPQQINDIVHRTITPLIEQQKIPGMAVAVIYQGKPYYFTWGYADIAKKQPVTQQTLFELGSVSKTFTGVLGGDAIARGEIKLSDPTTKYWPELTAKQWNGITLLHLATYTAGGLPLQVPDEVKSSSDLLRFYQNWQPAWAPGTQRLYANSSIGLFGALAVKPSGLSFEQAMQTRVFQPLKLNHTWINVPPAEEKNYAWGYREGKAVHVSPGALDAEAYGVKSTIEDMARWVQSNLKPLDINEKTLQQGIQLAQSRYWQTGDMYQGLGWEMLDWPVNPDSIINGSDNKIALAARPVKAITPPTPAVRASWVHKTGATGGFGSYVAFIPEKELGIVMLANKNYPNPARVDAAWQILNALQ
#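 20 mM phosphate pH 7.0 + 0.01% (detergent screen) or 0.0001% Triton X-100; 5.3 nM AmpC reagent; cpd preinc 15 min RT; nitrocefin (800 uM stock) to start; A480 q20 s × 4 min; Activity was normalised to no-enzyme and no-compound control wells.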
# Sm TGR inh – qHTS Assay for the Inhibitors of Schistosoma Mansoni Peroxiredoxins; purified TGR, DTNB reduction, TNB absorbance 405 nm; Potency, µM (titrated, usually from 114 µM), for the others: at the highest dose activity change, negative = inhibition, hits mostly inhibitors; 3% of 360,000 active; also: potency is read from the fitted curve at half-maximal effect; nearly all actives have a fitted effect of over 60% in size
#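 First, TGR (20 nM dispensed) and NADPH were mixed with compound. Second, a 15 min room-temperature incubation followed. Third, further NADPH and then DTNB were added to start the reaction. Finally, TNB absorbance was monitored kinetically.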
# AMA1 RON2 block – qHTS for Inhibitors of AMA1-RON; Towards Development of Antimalarial Drug Lead: Primary Screen. AlphaScreen AMA1-biotinylated RON2 peptide binding. 0.2% of 360,000 active. Potency, µM (highest dose often 58.2 µM), without a hit: at the top dose activity change, negative = inhibition, usual class: inhibitors;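 also: potency is read from the fitted curve at half-maximal effect; 0% = vehicle wells and -100% = peptide control; nearly all actives have a fitted effect of over 45% in size; some results filed as inactive show a strong effect at the top dose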
#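 AMA1 (3D7) with his tag at 25 nM final met compounds first, then biotinylated RON2 peptide at 25 nM; detection used donor plus acceptor beads, 10 µg/mL apiece, read by AlphaScreen after 30 min at room temperature.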
# Tb PYK inh – qHTS of Trypanosoma Brucei Inhibitors | pyruvate kinase (Trypanosoma brucei), Q57TT1 | TbPYK enzyme, Kinase-Glo Plus ATP luminescence, 45 min | Potency, µM (titrated, usually from 76.8 µM), without a hit: top-dose activity, negative = inhibition, hits mostly inhibitors | 0.12% of 410,000 active | AID 624173, 2012; also: potency is read from the fitted curve at half-maximal effect; nearly all actives have a fitted effect of over 50% in size
#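 TbPYK + substrate in 50 mM TEA pH 7.2, 100 mM KCl, 10 mM MgCl2, 0.05% BSA, 0.01% Tween-20; cpd pinned; ADP 130 uM final; 45 min RT; Kinase-Glo Plus 10 min; luminescence endpoint.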
# AmpC detergent – qHTS Inhibitors of AmpC Beta-Lactamase (assay with detergent) | P00811 | AmpC hydrolysis of nitrocefin, absorbance 480 nm, 0.01% Triton | Potency, µM (series often up to 114 µM), for inactives: at the top dose activity change, negative = inhibition, actives largely listed as inhibitors | 0.041% of 370,000 active | AID 485294, 2010;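 also: potency is read from the fitted curve at half-maximal effect; 0% = no-compound wells and -100% = no-enzyme wells; nearly all actives have a fitted effect of over 25% in size; some results filed as inactive show a strong effect at the top dose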
#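 AmpC (5.3 nM in the dispensed reagent) in 20 mM phosphate pH 7.0 with 0.01% (detergent screen) or 0.0001% Triton X-100 was preincubated with compounds for 15 min at room temperature. Nitrocefin was then added from an 800 uM solution, and hydrolysis was followed at 480 nm.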
# Active calls of the source: *; ? = inconclusive; · = no result given; & = joins results of further samples; [ ] = another dose, or the depositor's remark. Unless noted, calls follow the shape of the dose curve; as a rule, active = well fitted curve in the direction sought with a large enough effect; inconclusive = small, poorly fitted or top-dose-only effect, or another doubt; inactive = no such curve, though single readings can be large; an effect the other way counts as inactive or inconclusive. Unless noted, % is scaled to controls: 0 for no effect and ±100 for the full control effect.
[1] CN(C)Cc1cc(CN(C)C)c(O)c(CCc2ccccc2)n1
[2] CC(OC(=O)Cn1[nH]c(=O)c2ccccc2c1=O)C(=O)NC1(C#N)CCCCC1 (stereo not drawn)
[3] Cc1ccc(CNC(=O)Cn2ccn(-c3ccc(C)c(C)c3)c(=O)c2=O)cc1
[4] CCc1nc2c(OCc3ccc(OC(F)F)cc3)cccn2c1N(C)C(=O)c1ccc(OC)cc1
[5] CN(Cc1cn(C)nc1-c1ccc(Oc2ccccc2)cc1)Cc1cnc2ccccn12
[6] CCSC1(SCC)N=C(N)C2(C#N)C(c3ccc(F)cc3)C12C#N (stereo not drawn)
[7] CCC(=O)Nc1nc(-c2ccc3c(c2)OCCO3)cs1
[8] Clc1ccc2scc(CN3CCCC3)c2c1
compound no.,1,2,3,4,5,6,7,8
LmPK inh,7%,·,·,·,3%,-4%,-1%,·
HCMV antiviral,1,-12,?,11,0,-107*,61,32
AmpC no deterg,-8%,1%,·,·,137%[activator],-3%,40µM*,·
Sm TGR inh,?,-1%,-5%,·,-23%,?,-6%,·
AMA1 RON2 block,17%,-2%,·,-15%,-4%,-9%,0%,-5%
Tb PYK inh,-1%,0%,-3%,2%,-1%,-7%,-2%,7%
AmpC detergent,?,?,24%,·,8%,3%,?,·

[9] CN(C)c1ccc(N2C(=O)CC(Sc3ccccc3C(=O)O)C2=O)cc1 (stereo not drawn)
[10] CNS(=O)(=O)c1ccc(CNC[C@H]2O[C@@H](n3ccc(N)nc3=O)[C@H](O)[C@@H]2O)cc1
[11] O=C(Cn1nc(Cl)nc1Cl)c1ccc([N+](=O)[O-])cc1
[12] CC12CCC(c3nnc(SCc4ccc(Cl)cc4)nc31)C2(C)C (stereo not drawn)
[13] COc1ccc(NC(=S)N2CCC(c3nc4ccc(Cl)cc4[nH]3)CC2)c(OC)c1
[14] CC(=O)OCC1CCCC2=C(C)C(=O)CCC21COC(C)=O (stereo not drawn)
[15] COc1ccc(-c2noc(N3CCN(c4cccc(Cl)c4)CC3)n2)cc1OC
[16] Cc1cccc2cc(C3CC(c4ccco4)=NN3S(=O)(=O)c3ccccc3)c(Cl)nc12 (stereo not drawn)
compound no.,9,10,11,12,13,14,15,16
LmPK inh,3%,·,4%,1%,6%,2%,·,2%
HCMV antiviral,?,1,-15,6,?,-40,-8,-14
AmpC no deterg,-30%,·,-18%,7%,0%,0%,·,-15%
Sm TGR inh,28µM*,·,?,-5%,-11%,0%,3%,-9%
AMA1 RON2 block,-9%,12%,-8%,12%,4%,-18%,·,-7%
Tb PYK inh,1%,3%,9%,1%,2%,2%,2%,1%
AmpC detergent,?,·,-9%,3%,?,?,-9%,-3%

# An excerpt of these results, tab-delimited.
item	SMILES	LmPK inh	HCMV antiviral	AmpC no deterg	Sm TGR inh	AMA1 RON2 block	Tb PYK inh	AmpC detergent
13	COc1ccc(NC(=S)N2CCC(c3nc4ccc(Cl)cc4[nH]3)CC2)c(OC)c1	6%	?	0%	-11%	4%	2%	?
9	CN(C)c1ccc(N2C(=O)CC(Sc3ccccc3C(=O)O)C2=O)cc1 (stereo not drawn)	3%	?	-30%	28µM*	-9%	1%	?

# (continued)
[17] CCOc1ccc(N2CC(O)(c3ccc(F)cc3)[N+]3=C2CCCC3)cc1 (stereo not drawn)
[18] CCCCOc1ccc(Cl)cc1CSc1nnc(CC)n1N
[19] Nc1ccc(C(=O)OCC(=O)N2c3ccccc3Sc3ccccc32)cc1[N+](=O)[O-]
[20] Cc1cc(C)n(-c2ccc(C(=O)NC3=NCCS3)cc2)n1
[21] COC(=O)C[C@H]1c2cc(C(F)(F)F)ccc2S(=O)(=O)N1Cc1ccccc1
[22] CCN1CCN(c2nc(SC)nc3sc4c(c23)CC(C)(C)OC4)CC1
[23] CCOC(=O)C(Cc1ccccc1)(NC(C)=O)C(=O)OCC
[24] C/C(CCc1ccccc1)=N\NC(=O)CC(=O)NCCc1ccccc1
compound no.,17,18,19,20,21,22,23,24
LmPK inh,4%,-2%,2%,2%,·,0%,-2%,5%
HCMV antiviral,46,5,?,59,-22,-20,49,-14
AmpC no deterg,-9%,35%,-36%,-5%,·,11%,-14%,-18%
Sm TGR inh,0%,4%,-10%,7%,·,-1%,1%,-1%
AMA1 RON2 block,10%,0%,-5%,18%,3%,-9%,4%,20%
Tb PYK inh,4%,3%,4%,-1%,-11%,0%,-12%,-12%
AmpC detergent,2%,?,0%,-8%,·,-2%,?,-8%

[25] CCNC(=O)C/C(C)=N/NC(=O)C12CC3CC(CC(C3)C1)C2
[26] Cc1nnc(NC(=O)c2ccc(S(=O)(=O)N3CCOCC3)cc2)s1
[27] Cc1ccc2c(c1)N(CC(=O)NCC(C)c1ccccc1)C(=O)c1cccnc1O2 (stereo not drawn)
[28] CCC1(c2ccccc2)C(=O)NC(=O)NC1=O
[29] COc1ccc(Cl)cc1NC(=O)CSc1nnc(COc2ccccc2)n1N
[30] Cc1ccc(N2C(=O)C3CC(c4ccccc4)=C4C5C=CC(C6C(=O)N(c7ccc(C)cc7C)C(=O)C56)C4C3C2=O)c(C)c1 (stereo not drawn)
[31] Cc1nc(C)c(-c2ccc(SCC(=O)Nc3ccccc3F)nn2)s1
[32] O=C(CCC1CCCN(C(=O)c2ccc3c(c2)OCO3)C1)N1CCN(c2ccccn2)CC1 (stereo not drawn)
compound no.,25,26,27,28,29,30,31,32
LmPK inh,1%,-1%,4%,·,-3%,2%,·,5%
HCMV antiviral,2,-12,2,16,-28,·,67,-34
AmpC no deterg,-24%,-6%,9%,-17%,22%,43%,·,56%
Sm TGR inh,?,0%,-17%,·,-5%,-14%,-3%,12%
AMA1 RON2 block,-3%,-2%,-2%,-7%,-4%,-13%,·,-17%
Tb PYK inh,-5%,-8%,1%,7%&2%,-3%,-3%,-7%,6%
AmpC detergent,-7%,2%,-9%,·,2%,-10%,2%,4%

[33] CCCc1nc(S(=O)(=O)Cc2ccc(Cl)cc2Cl)n[nH]1
[34] c1ccc(-c2csc(N3CCN(c4ccccn4)CC3)n2)cc1
[35] CN(CC(=O)Nc1ccc(F)cc1)CC(=O)N1CCCC1
[36] CC(C)(C)C1CCC(OC(=O)CN2CCOCC2)CC1 (stereo not drawn)
[37] Cc1nn(C(=O)CCC(=O)NCc2ccc(OC(C)C)cc2)c2ccccc12
[38] COc1cc(-c2nn3c(C4CCCCC4)nnc3s2)cc(OC)c1OC
[39] CC1CCN(CC(O)COc2ccc(-c3ccccc3)cc2)CC1 (stereo not drawn)
[40] CC(C)CCn1nnnc1C(c1ccc(N(C)C)cc1)N1CCN(C(=O)c2ccco2)CC1 (stereo not drawn)
compound no.,33,34,35,36,37,38,39,40
LmPK inh,2%,2%,·,10%,-2%,8%,0%,0%
HCMV antiviral,9,12,-5,-11,29,176,-17,-16
AmpC no deterg,-16%,-9%,5%,29%,16%,0%,19%,115%[activator]
Sm TGR inh,-17%,10%,12%,-22%,-31%,0%[11.4 µM],0%,45µM*
AMA1 RON2 block,-1%,-15%,9%,-12%,7%,37%[activator],0%,-14%
Tb PYK inh,2%,-16%,-1%,5%,2%,-6%,4%,0%
AmpC detergent,-7%,-9%,10%,1%,1%,-9%,-7%,?

[41] COc1ccc(CNC(=O)c2cc(S(=O)(=O)N3CCOCC3)cn2C)cc1
[42] COC(=O)c1nc2nc(-c3cccs3)cc(C(F)(F)F)n2n1
[43] CCN(CC)C(=O)C(=O)Nc1ccc(Oc2ccccc2)cc1
[44] CSC(=NS(=O)(=O)c1ccc(N)cc1)NS(=O)(=O)c1cccs1
[45] Cc1cc(NC(=O)CSCC(=O)N2CCN(c3cccc(C(F)(F)F)c3)CC2)no1
[46] Cc1ccc(-c2nn(-c3ccccc3)cc2/C=N/n2c(-c3ccncc3)n[nH]c2=S)cc1
[47] CCCCN1C(=O)C(CC(=O)NCCN2CCOCC2)CC(C(=O)N2CCOCC2)=C1C (stereo not drawn)
[48] CCN(CC)c1ccc(NC(=O)COc2ccccc2C)cc1S(=O)(=O)Nc1ccccc1OC
compound no.,41,42,43,44,45,46,47,48
LmPK inh,-2%,0%,5%,·,·,9%,·,1%
HCMV antiviral,12,9,-15,-14,-28,53,-10,?
AmpC no deterg,-3%,-12%,46%,·,56%,-24%,·,-24%
Sm TGR inh,1%,-1%,·,·,7%,6%,·,5%
AMA1 RON2 block,2%,-28%,4%,5%,-17%,78%[activator],16%,16%[2.32 µM]
Tb PYK inh,4%,0%,-2%,-3%,-8%,-30%,6%,?
AmpC detergent,-10%,1%,2%,·,8%,0%,·,?

[49] Cc1ccc(C)n1-c1ccc(N2CCOCC2)c([N+](=O)[O-])c1
[50] CCN(c1ccccc1)S(=O)(=O)c1cccc(C(=O)NCC(c2ccco2)N2CCCCC2)c1 (stereo not drawn)
[51] COc1ccc(Nc2ncc3c(n2)CC(c2ccccc2)CC3=O)cc1 (stereo not drawn)
[52] CC(C)C[C@H](NC(=O)c1cc2cc(Cl)ccc2n1C)C(=O)N1CCC(C(=O)O)CC1
compound no.,49,50,51,52
LmPK inh,-4%,·,10%,5%
HCMV antiviral,-31,-71*,-10,-18
AmpC no deterg,13%,·,-11%,-7%
Sm TGR inh,35µM*,·,2%,6%
AMA1 RON2 block,-6%,6%,2%,9%
Tb PYK inh,-7%,-4%,-5%,6%
AmpC detergent,-4%,·,?,-17%

# Compound profiles, as listed above:
# CCN(c1ccccc1)S(=O)(=O)c1cccc(C(=O)NCC(c2ccco2)N2CCCCC2)c1 (stereo not drawn) in the list: LmPK inh: ·; HCMV antiviral: -71*; AmpC no deterg: ·; Sm TGR inh: ·; AMA1 RON2 block: 6%; Tb PYK inh: -4%; AmpC detergent: ·
# Cc1ccc(C)n1-c1ccc(N2CCOCC2)c([N+](=O)[O-])c1 in the list: LmPK inh: -4%; HCMV antiviral: -31; AmpC no deterg: 13%; Sm TGR inh: 35µM*; AMA1 RON2 block: -6%; Tb PYK inh: -7%; AmpC detergent: -4%

# Assay outcomes (PubChem BioAssay)

# This is a random part of the collection; any-hit rate near 7.4%.
